# Assay outcomes (PubChem BioAssay)
# Jurkat NFkB inh: inhibitors of induced NF-kB luciferase reporter, primary screen, TCR NF-kB activation inhibitor project, cell-based, luminescence, uHTS; Jurkat, PMA/ionomycin-induced NF-kB luciferase reporter; inhibition, % at 4 µM; 330,000 compounds, 0.53% hits; AID 435003, 2010
# CCR6 antagonist: CCR6 receptor antagonists, primary screen, cell-based, CHO-K1, luminescence, beta-arrestin, uHTS. C-C chemokine receptor type 6 (Homo sapiens), P51684. CHO-K1 CCR6 PathHunter beta-arrestin, CCL20-stimulated. inhibition, % at 20 µM. 340,000 compounds, 0.49% hits. AID 493098, 2011;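 active means compounds whose inhibition of the agonist-driven luminescence signal at 20 µM reaches about 50%, limit read from the data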;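 further: cells stimulated with CCL20 at 14 nM final; plate controls were DMSO with CCL20 for no effect and DMSO without agonist for full effect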
# Apaf1 inhib: inhibitors of human Apaf-1 apoptosome, primary screen, biochemical, DEVD-Rh110 fluorescence, uHTS. reconstituted apoptosome caspase-3 activity. AID 489030, 2010. 330,000 compounds, 0.71% hits. inhibition, % at 20 µM. Apoptotic protease-activating factor 1 (Homo sapiens), O14727; active means inhibition of at least 40% at 20 µM;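 further: plate controls were DMSO wells for no effect and DEVD-CHO caspase inhibitor wells for full effect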
# Target sequence (O14727 whole entry, looked up): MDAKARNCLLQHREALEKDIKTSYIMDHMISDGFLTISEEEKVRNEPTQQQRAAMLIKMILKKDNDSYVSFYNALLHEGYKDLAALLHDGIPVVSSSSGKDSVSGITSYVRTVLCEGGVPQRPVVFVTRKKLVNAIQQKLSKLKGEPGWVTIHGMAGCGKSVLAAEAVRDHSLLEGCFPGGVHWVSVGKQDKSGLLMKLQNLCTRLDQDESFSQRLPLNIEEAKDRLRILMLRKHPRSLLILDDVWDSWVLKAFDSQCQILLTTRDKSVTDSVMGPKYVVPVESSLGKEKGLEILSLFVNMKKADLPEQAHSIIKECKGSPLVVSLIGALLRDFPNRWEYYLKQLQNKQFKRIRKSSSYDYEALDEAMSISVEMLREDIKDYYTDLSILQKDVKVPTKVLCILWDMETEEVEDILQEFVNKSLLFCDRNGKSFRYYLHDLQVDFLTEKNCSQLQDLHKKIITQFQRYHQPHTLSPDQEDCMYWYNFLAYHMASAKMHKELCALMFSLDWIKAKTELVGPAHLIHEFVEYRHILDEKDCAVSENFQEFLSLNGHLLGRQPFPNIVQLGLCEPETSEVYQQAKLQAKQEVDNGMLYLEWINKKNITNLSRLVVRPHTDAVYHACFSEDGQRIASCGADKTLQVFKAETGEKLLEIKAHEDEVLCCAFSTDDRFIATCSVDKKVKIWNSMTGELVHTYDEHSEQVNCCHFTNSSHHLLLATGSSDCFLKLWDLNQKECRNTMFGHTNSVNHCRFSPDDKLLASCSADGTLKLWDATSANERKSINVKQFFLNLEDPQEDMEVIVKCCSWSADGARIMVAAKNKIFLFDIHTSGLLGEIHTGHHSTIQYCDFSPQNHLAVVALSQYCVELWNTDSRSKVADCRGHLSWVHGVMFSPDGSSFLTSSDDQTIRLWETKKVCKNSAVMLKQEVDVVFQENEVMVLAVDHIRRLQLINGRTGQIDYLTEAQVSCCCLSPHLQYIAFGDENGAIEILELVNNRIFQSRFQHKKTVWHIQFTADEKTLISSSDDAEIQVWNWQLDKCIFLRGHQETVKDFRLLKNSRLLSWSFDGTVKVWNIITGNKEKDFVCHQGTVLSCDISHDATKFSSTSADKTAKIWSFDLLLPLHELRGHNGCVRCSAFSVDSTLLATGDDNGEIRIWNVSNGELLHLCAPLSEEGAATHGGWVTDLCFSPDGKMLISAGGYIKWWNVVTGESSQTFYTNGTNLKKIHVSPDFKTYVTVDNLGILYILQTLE
#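 Assay system – apoptosome proteins · Medium – Hepes buffer, pH 7.5 · Also added – cytochrome c with DEVD-Rh110 · Timing – 30 min compound preincubation, 50 min activation, room temperature · Detection – Rh110 fluorescence, excitation 480 nm, emission 540 nm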
# UBC13 inh: UBC13 polyubiquitin chain formation inhibitors, primary screen, biochemical, TR-FRET, uHTS. inhibition, % at 20 µM. 330,000 compounds, 0.47% hits. AID 485273, 2010; in the data active means inhibition above about 45%, passing the limit was not always enough; inconclusive means no clear call, values can overlap the other calls
# Gli-Sufu block: Gli-Sufu pathway antagonists, primary screen, luciferase luminescence, Sufu-KO-LIGHT cells, uHTS; Sufu-KO-LIGHT fibroblasts, Gli luciferase reporter luminescence; inhibition, % at 5 µM; 340,000 compounds, 0.74% hits;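 active means inhibition above about 55%, limit read from the data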;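 further: 0% = DMSO-treated cells and 100% = wells with medium but no cells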
# 697 NFkB inh: inhibitors of PMA/ionomycin-induced NF-kB reporter, 697 cells, primary screen, B-cell NF-kB inhibitor project, cell-based, luminescence, uHTS; 330,000 compounds, 0.33% hits; AID 435022, 2010; 697 B-cell NF-kB luciferase reporter, 16 h; inhibition, % at 4 µM; in the data active means inhibition above about 35%
# SENP8 block: SENP8 protease inhibitors, primary screen, biochemical, luminescence; purified SENP8, Z-RLRGG-aminoluciferin cleavage; 330,000 compounds, 1.2% hits; Sentrin-specific protease 8 (Homo sapiens), Q96LD8; inhibition, % at 10 µM
# EBI2 antag: EBI2 receptor antagonists, beta-arrestin recruitment, primary screen, cell-based, luminescence, 7a,25-OHC stimulation, uHTS | inhibition, % at 5 µM | 7a,25-OHC stimulated | 360,000 compounds, 0.81% hits | AID 651636, 2012 | G-protein coupled receptor 183 (Homo sapiens), P32249; in the data active means inhibition above about 38%;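 further: enzyme fragment complementation signal reports receptor beta-arrestin coupling in cells; 0% = agonist plus DMSO wells and 100% = wells without agonist; some results beyond the cut were filed as inactive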
# Starred values were filed as active, the others as inactive; ? = inconclusive. Unless noted, no stated cut-off is given here; in the data, active means inhibition above about 50%; inactive means the rest.
SMILES,Jurkat NFkB inh,CCR6 antagonist,Apaf1 inhib,UBC13 inh,Gli-Sufu block,697 NFkB inh,SENP8 block,EBI2 antag
Cc1ccc(NC2CCCN(C(=O)c3ccccc3N3CCOCC3)C2)cc1C (centres undefined),-5,15,0,-4,-17,-2,7,3
COc1ccc(CN(C)C(=O)COC(=O)c2cnc(Cl)c(Cl)c2)cc1,-6,10,6,8,19,0,-1,-1
CC(=O)Oc1ccc(C(=O)O)cc1OC(C)=O,14,5,-7,2,8,10,-8,-17
NC(=O)NC(=O)COC(=O)c1ccc2noc(-c3ccccc3)c2c1,-9,-18,-2,-4,-102,-107,4,-2
COC(=O)c1ccc(NC(=O)C(=O)N2CCN(C(=S)Nc3ccccc3OC)CC2)cc1,-1,5,7,-4,-1,-5,-6,-5
O=C(Nc1ccc2oc(=O)ccc2c1)c1ccco1,-21,1,-1,5,-10,-5,-14,-2
COC(=O)C1=C(C)OC(N)=C(C#N)C1c1ccccc1F (centres undefined),6,-1,-9,9,1,15,-4,-6
S=C(NCCc1ccccc1)Nc1ccc(Nc2ccccc2)cc1,1,21,14,6,9,1,-12,2
O=C(CSc1nnc(-c2ccc(F)cc2)c2ccccc12)Nc1ccccc1,-10,5,15,-5,-6,-25,-8,13
COc1ccc(CNC(=O)CN2CCN(S(=O)(=O)c3cc(Br)ccc3Br)CC2)cc1OC,6,15,21,-3,-1,-13,-3,12
Cc1cc(NS(=O)(=O)c2ccc(NC(=O)COc3ccccc3C(C)(C)C)cc2)no1,4,1,16,-11,0,5,-6,-3
Cc1cccc2c(C(=O)N3CCCCC3)cc(-c3ccccc3)nc12,-4,8,22,-2,19,-4,-2,20
CCOc1cc(/C=N/NC(=O)Cn2nc([N+](=O)[O-])cc2C)cc(Br)c1OCc1ccccc1C,-8,4,30,-15,1,1,-4,20
CN(CC1CCOCC1)C(=O)CC1C(=O)NCCN1CC(c1ccccc1)c1ccccc1 (centres undefined),20,3,-5,-2,28,-3,-5,2
C/C(CCN1CCc2nc(-c3ccccc3)c(-c3ccccc3)cc2C1)=N\O[C@@H](C)c1cc(-c2c(C)cc(C)cc2C)no1,21,13,26,0,23,9,5,-3
CCC(Sc1nc(C)cc(=O)[nH]1)C(=O)Nc1nc(-c2ccccc2)cs1 (centres undefined),2,3,-5,14,3,10,-1,-4
COc1ccc(OCCC(=O)NC2=NCCS2)cc1,-12,14,9,-2,0,-17,5,-5
CCOC(=O)C1CCCN(S(=O)(=O)c2ccc3c4c2CC(=O)N4CC(C)S3)C1 (centres undefined),-5,1,38,-4,7,4,1,-5
CC(OC(=O)CC1Sc2ccccc2NC1=O)C(=O)NC1CCCC1 (centres undefined),4,11,0,3,23,9,3,-7
O=C1CCC(C(=O)Nc2ccc([N+](=O)[O-])cc2)N1 (centres undefined),1,-3,-5,-19,-6,-9,-1,2
CC(C)[C@H]1COCCS(=O)(=O)N1Cc1ccc(Cl)cc1,1,11,8,-1,-6,7,2,1
Cc1cc(=O)nc2c3ccccc3n(C(C)C(=O)NCCC(C)C)n12 (centres undefined),-14,13,-4,-6,2,6,-4,-8
CC(=O)c1cccc(NC(=O)CN(Cc2ccccc2)S(C)(=O)=O)c1,1,-1,-7,-3,18,-13,-6,-8
O=C(CC1SC(=Nc2ccc(O)cc2)NC1=O)Nc1ccccc1 (centres undefined),11,6,-16,7,8,19,5,0
O=C(Cn1nc(C(=O)O)c2ccccc2c1=O)NCC1CCCO1 (centres undefined),-2,3,-5,3,-4,15,-3,-1

# Individual results from the results shown:
# Jurkat NFkB inh, O=C(CSc1nnc(-c2ccc(F)cc2)c2ccccc12)Nc1ccccc1 stands at -10
# UBC13 inh, CC(OC(=O)CC1Sc2ccccc2NC1=O)C(=O)NC1CCCC1 (centres undefined) stands at 3

# Next results follow:
SMILES,Jurkat NFkB inh,CCR6 antagonist,Apaf1 inhib,UBC13 inh,Gli-Sufu block,697 NFkB inh,SENP8 block,EBI2 antag
Cc1ccc(N=C2SC(C(=O)O)CC(=O)N2C)cc1C (centres undefined),-10,-1,-6,0,2,5,4,5
O=C(c1cc(-c2ccncc2)nc2ccccc12)N1CCN(c2ncccn2)CC1,5,0,0,-3,0,-2,-2,2
O=C(O)c1cccc(NS(=O)(=O)c2ccc3nnn(O)c3c2)c1,-3,17,3,-7,9,20,-7,10
Cn1c(CN2CCCC2)nc2cc(NC(=O)COc3ccc(Cl)cc3)ccc21,4,3,24,5,3,-26,0,7
O=C(Nc1nnc(-c2ccc(Cl)cc2)o1)C1CCCCC1,-7,13,6,0,-8,7,6,1
Cc1cc(C)c(S(=O)(=O)N2CCOC2CNC(=O)C(=O)NCc2cccnc2)c(C)c1 (centres undefined),6,-3,1,3,2,3,5,0
COc1ccc2[nH]cc(/C=N/NS(=O)(=O)c3ccc(C)cc3)c2c1,-6,-19,1,0,21,-18,2,2
COC(=O)c1ccc(CSc2nnnn2Cc2ccccc2)cc1,9,10,3,4,-3,12,-13,11
Cc1ccc(C(=O)Oc2oc(-c3ccccc3)nc2C=Nc2ccc(N(C)C)cc2)cc1,-70,1,12,-13,-34,35*,-13,16
CCN1CCN(C(c2ccccc2)c2nnnn2Cc2ccc(OC)cc2)CC1 (centres undefined),-10,3,-1,2,19,8,-4,2
Cc1nn(C)c(C)c1NC(=O)c1ccnn1C,8,-3,-4,9,4,8,-1,-12
C/C(=N\NC(=O)c1ccccc1[N+](=O)[O-])c1ccc(Br)s1,-2,13,-6,1,-8,2,-9,-8
O=C(/C=C/c1ccccc1)OCc1cnc(Cl)s1,6,12,13,3,2,9,-10,-10
O=[N+]([O-])c1ccc2[nH]c(O)c(N=NC(=S)Nc3cccnc3)c2c1,-14,70*,1,?,-5,12,-4,30
COc1ccccc1-c1nc2n(n1)C(c1cccs1)C(C(=O)Nc1cccnc1)=C(C)N2 (centres undefined),4,-14,-244,-6,1,-11,-2,11
CCCNc1c(NS(=O)(=O)c2ccc(C)cc2C)c(=O)oc2ccccc12,5,13,12,1,-2,2,-3,-2
Cc1ccc(-n2c(=O)c3ccc(C(=O)NCc4ccco4)cc3n(Cc3ccccc3C#N)c2=O)cc1,-22,35,18,-2,2,9,0,14
COc1ccc(OC)c(/C=N/NC(=O)c2ccc(=O)[nH]n2)c1,7,-1,-14,-9,3,4,4,-9
COc1cccc(/C=N/n2c(N)c(S(=O)(=O)c3cccs3)c3nc4ccccc4nc32)c1OC,-6,-5,-5,-8,11,12,-3,7
CCn1nnnc1SCC(=O)Nc1nc2ccc(OC)cc2s1,-14,-6,9,9,-19,2,-6,5
CC(C)(C)N1C(=O)[C@H]2[C@@H](c3ccc(Br)cc3)N3C(=O)N(c4ccccc4)C(=O)[C@@]3(Cc3ccccc3)[C@H]2C1=O,24,9,2,-5,5,18,6,1
COc1cc(/C=C/C(=O)O)cc(S(=O)(=O)Nc2ccc3nc(C)sc3c2)c1OC,12,7,-15,0,4,18,-4,-1
C/C=C(\C)C(=O)Nc1cccc(C2=NOC3(C2)C[C@H](C(N)=O)N(C(=O)C(c2ccccc2)c2ccccc2)C3)c1 (some centres undefined),12,13,20,-7,26,-15,5,-7
COc1cc(OC)cc(C(=O)Nc2nnc(SCC(=O)NCC3CCCO3)s2)c1 (centres undefined),-8,-8,13,-2,-9,-8,6,5
CC(=O)NC(Cc1ccc(F)c(F)c1)C(=O)NC1CCN(c2nnnn2-c2ccccc2)CC1 (centres undefined),8,-1,-8,-5,-2,10,1,-2
# Following part.
SMILES,Jurkat NFkB inh,CCR6 antagonist,Apaf1 inhib,UBC13 inh,Gli-Sufu block,697 NFkB inh,SENP8 block,EBI2 antag
CC(=O)c1ccc(N2CCN(C(=O)COc3ccc4c(c3)CCC4)CC2)cc1,24,16,27,-6,0,-15,1,34
COc1ccc(C(=O)CSc2nc3ccccc3n2CC(=O)NC(C)(C)C)cc1,-2,10,3,-3,-66,3,-3,-3
CCC(NC(=O)c1cc(COc2ccc(OC)cc2Cl)on1)c1ccncc1 (centres undefined),-40,8,4,6,-35,-48,0,5
Cn1c(CCN2CCN(c3ccccn3)CC2)nc2cc(NC(=O)COc3ccc([N+](=O)[O-])cc3)ccc21,15,12,1,5,20,1,2,-5
C/C(=N/NS(=O)(=O)c1ccccc1)c1ccc(Cl)cc1,-8,16,4,-2,-11,12,-2,-10
O=C(CN1C2=NCCCN2c2ccccc21)c1ccc([N+](=O)[O-])cc1,11,4,-19,2,14,1,4,-6
COc1ccc(C(C)NC(=S)NCc2ccc(F)cc2)cc1 (centres undefined),-5,8,19,-5,11,-63,-6,-10
COc1ccc(OC)c(C(c2nnnn2C2CCCC2)N2CCN(c3ccccc3F)CC2)c1 (centres undefined),-8,9,11,-1,14,4,-6,22

# An excerpt of these results, bar-delimited:
Compound | Jurkat NFkB inh | CCR6 antagonist | Apaf1 inhib | UBC13 inh | Gli-Sufu block | 697 NFkB inh | SENP8 block | EBI2 antag
CC(=O)c1ccc(N2CCN(C(=O)COc3ccc4c(c3)CCC4)CC2)cc1 | 24 | 16 | 27 | -6 | 0 | -15 | 1 | 34
O=C(CN1C2=NCCCN2c2ccccc21)c1ccc([N+](=O)[O-])cc1 | 11 | 4 | -19 | 2 | 14 | 1 | 4 | -6
COc1ccc(OC)c(C(c2nnnn2C2CCCC2)N2CCN(c3ccccc3F)CC2)c1 (centres undefined) | -8 | 9 | 11 | -1 | 14 | 4 | -6 | 22
Cn1c(CCN2CCN(c3ccccn3)CC2)nc2cc(NC(=O)COc3ccc([N+](=O)[O-])cc3)ccc21 | 15 | 12 | 1 | 5 | 20 | 1 | 2 | -5
C/C(=N/NS(=O)(=O)c1ccccc1)c1ccc(Cl)cc1 | -8 | 16 | 4 | -2 | -11 | 12 | -2 | -10

# Three compounds from above, reduced to Gli-Sufu block, 697 NFkB inh and UBC13 inh:
Compound | Gli-Sufu block | 697 NFkB inh | UBC13 inh
O=C(CN1C2=NCCCN2c2ccccc21)c1ccc([N+](=O)[O-])cc1 | 14 | 1 | 2
COc1ccc(C(C)NC(=S)NCc2ccc(F)cc2)cc1 (centres undefined) | 11 | -63 | -5
C/C(=N/NS(=O)(=O)c1ccccc1)c1ccc(Cl)cc1 | -11 | 12 | -2

# Given with two lines to a compound: 4 of the compounds above
# The line under a structure holds: Jurkat NFkB inh	CCR6 antagonist	Apaf1 inhib	UBC13 inh	Gli-Sufu block	697 NFkB inh	SENP8 block	EBI2 antag
COc1ccc(C(=O)CSc2nc3ccccc3n2CC(=O)NC(C)(C)C)cc1
 : -2	10	3	-3	-66	3	-3	-3
CCC(NC(=O)c1cc(COc2ccc(OC)cc2Cl)on1)c1ccncc1 (centres undefined)
 : -40	8	4	6	-35	-48	0	5
Cn1c(CCN2CCN(c3ccccn3)CC2)nc2cc(NC(=O)COc3ccc([N+](=O)[O-])cc3)ccc21
 : 15	12	1	5	20	1	2	-5
C/C(=N/NS(=O)(=O)c1ccccc1)c1ccc(Cl)cc1
 : -8	16	4	-2	-11	12	-2	-10

# Not all compounds are listed (hit frequency here may not be typical).
